Screening data: PubChem, National Center for Advancing Translational Sciences (NCATS)
Cycloheximide cs: affects cycloheximide protein synthesis inhibition readout, counter-screen; cell reporter, cycloheximide protein synthesis inhibition counterscreen; max response, %; actives 12% (n = 300,000); in the data active = max response mostly above about 13%, no sharp cut-off; inactive = mostly below about 14%; also: read at 38.3 µM for the half of the compounds with a filed dose; 0% is about no effect
AmpC inh no detg: inhibitors of E. coli AmpC beta-lactamase without detergent; Potency, µM (series often up to 57.1 µM), without a hit: top-dose activity change, negative = inhibition, actives largely listed as inhibitors; AID 485341; AmpC nitrocefin hydrolysis, absorbance 480 nm, 0.0001% Triton; actives 0.52% (n = 330,000);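 also: potency is read from the fitted curve at half-maximal effect; plate controls were no compound for no effect and no enzyme for full effect; nearly all actives have a fitted effect of over 20% in size; some results filed as inactive show a strong effect at the top dose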
Target sequence (P00811 whole entry, looked up): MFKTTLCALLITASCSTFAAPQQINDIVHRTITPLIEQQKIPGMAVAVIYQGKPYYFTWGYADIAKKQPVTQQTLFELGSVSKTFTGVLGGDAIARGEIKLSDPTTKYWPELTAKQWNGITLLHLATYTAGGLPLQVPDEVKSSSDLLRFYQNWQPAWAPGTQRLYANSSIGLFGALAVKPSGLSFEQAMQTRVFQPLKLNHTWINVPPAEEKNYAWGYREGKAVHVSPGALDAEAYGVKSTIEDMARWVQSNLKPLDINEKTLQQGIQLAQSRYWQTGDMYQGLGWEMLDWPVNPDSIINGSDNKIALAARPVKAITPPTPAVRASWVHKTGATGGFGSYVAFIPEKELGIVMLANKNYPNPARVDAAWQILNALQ
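20 mM phosphate pH 7.0 + 0.01% (detergent screen) or 0.0001% Triton X-100; 5.3 nM AmpC reagent; cpd preinc 15 min RT; nitrocefin (800 uM stock) to start; A480 q20 s × 4 min; Activity was normalised to no-enzyme and no-compound control wells.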
Shiga inhibitor: inhibitors of Shiga toxin in Vero cells. Vero cells, Shiga toxin protein synthesis inhibition reporter. inhibition, % at 38.7 µM. actives 9.2% (n = 290,000). AID 2315; in the data active = inhibition mostly above about 28%, no sharp cut-off; inactive = mostly below about 43%; also: 0% is about no effect
AMA1-RON2 inh: disrupts binding of P. falciparum AMA1 to RON2; AID 720542; Potency, µM (series often up to 58.2 µM), without a hit: top-dose activity change, negative = inhibition, actives largely listed as inhibitors; actives 0.2% (n = 360,000); AlphaScreen AMA1-biotinylated RON2 peptide binding;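 also: potency is read from the fitted curve at half-maximal effect; 0% = vehicle wells and -100% = peptide control; nearly all actives have a fitted effect of over 45% in size; some results filed as inactive show a strong effect at the top dose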
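AMA1 (3D7) with his tag at 25 nM final met compounds first, then biotinylated RON2 peptide at 25 nM; detection used donor plus acceptor beads, 10 µg/mL apiece, read by AlphaScreen after 30 min at room temperature.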
AmpC inh detg: blocks E. coli AmpC beta-lactamase in detergent assay | P00811 | actives 0.041% (n = 370,000) | Potency, µM (top dose mostly 114 µM), inactives show top-dose activity change, negative = inhibition, usual class: inhibitors | AmpC hydrolysis of nitrocefin, absorbance 480 nm, 0.01% Triton | AID 485294;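 also: potency is read from the fitted curve at half-maximal effect; 0% = no-compound wells and -100% = no-enzyme wells; nearly all actives have a fitted effect of over 25% in size; some results filed as inactive show a strong effect at the top dose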
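20 mM phosphate pH 7.0 + 0.01% (detergent screen) or 0.0001% Triton X-100; 5.3 nM AmpC reagent; cpd preinc 15 min RT; nitrocefin (800 uM stock) to start; A480 q20 s × 4 min; Activity was normalised to no-enzyme and no-compound control wells.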
HCMV inh: blocks human cytomegalovirus replication; HFF cells, HCMV-luciferase reporter, 72 h; stronger effect = lower value; activity change, negative = inhibition, % at 57.5 µM; actives 4.5% (n = 410,000); AID 1259415; in the data active = activity change below about -60%; inconclusive = no clear call, values can overlap the other calls; inactive = above about -39%; also: % is scaled to controls: 0 for no effect and ±100 for the full control effect
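Inhibition of viral replication was scored as loss of reporter luminescence in HFFs infected with HCMV-luciferase (MOI 1 PFU/cell) for 72 h; compounds tested at 2 doses, normalized to buffer and Salinomycin controls.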
Giardia FBPA inh: inhibitors of Giardia lamblia fructose-1,6-bisphosphate aldolase | purified Giardia FBPA | Potency, µM (highest dose often 59.6 µM), for the others: at the highest dose activity, negative = inhibition, hits mostly inhibitors | actives 0.71% (n = 290,000) | AID 2451; also: potency is read from the fitted curve at half-maximal effect; % is scaled to controls: 0 for no effect and ±100 for the full control effect; nearly all actives have a fitted effect of over 55% in size
Target sequence (A8B2U2 whole entry, looked up): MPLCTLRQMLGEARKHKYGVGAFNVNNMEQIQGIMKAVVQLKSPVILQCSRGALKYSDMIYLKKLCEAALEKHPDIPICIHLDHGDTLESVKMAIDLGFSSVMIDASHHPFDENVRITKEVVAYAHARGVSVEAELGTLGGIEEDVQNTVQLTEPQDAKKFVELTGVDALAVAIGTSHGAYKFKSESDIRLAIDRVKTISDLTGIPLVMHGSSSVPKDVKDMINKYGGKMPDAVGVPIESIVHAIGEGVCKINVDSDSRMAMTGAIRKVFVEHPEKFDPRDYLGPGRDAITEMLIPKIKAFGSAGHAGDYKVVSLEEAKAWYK
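40 nM FBPA preincubated 10 min at RT with compound (up to 57.5 uM final), then substrate plus GAPDH/TPI/NAD/arsenate coupling and diaphorase/resazurin added. Fluorescence read after 20 min at RT, 525/598 nm.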
The depositor's hits bear a star; ? = inconclusive; nt = no result given; & = joins results of further samples; ! = not confirmed by another sample; [ ] = another dose, or the depositor's remark. Unless noted, calls follow the shape of the dose curve; as a rule, active = well fitted curve in the direction sought with a large enough effect; inconclusive = small, poorly fitted or top-dose-only effect, or another doubt; inactive = no such curve, though single readings can be large; an effect the other way counts as inactive or inconclusive.

SMILES	Cycloheximide cs	AmpC inh no detg	Shiga inhibitor	AMA1-RON2 inh	AmpC inh detg	HCMV inh	Giardia FBPA inh
CCCCn1c(=O)c(C(C)=O)c(O)c2ccccc21	2	-6%	-12	6%	5%	4	-21%
Cc1ccc(NC(=O)CN2CCCC2)cc1	3	-4%	nt	6%	?	72	-21%
Cc1cc(NC(=O)COc2ccc(C(C)(C)C)cc2)no1	32*	-18%	50*	?	-5%	-32	-9%
Cc1ccc(/C=C(\NC(=O)c2ccc(C)cc2)c2nc(=S)[nH][nH]2)cc1	-3	-27%	-22	102%[activator]	-1%	?	-10%
O=C(c1ccco1)N1CCN(c2ncnc3c2[nH]c2ccccc23)CC1	-1	-28%	5	nt	-2%	nt	-9%
CCCn1c(SCC(=O)N2CCN(S(=O)(=O)c3ccc(Cl)cc3)CC2)n[nH]c1=O	2	5%	-8	4%	?	-14	5%
O=C(COc1ncnc2ccccc12)NC1CCS(=O)(=O)C1 (stereo unspecified)	-5	-7%	-4	5%	?	37	2%
COc1cccc(N=CC=C2OC(C)(C)C(C)(C)O2)c1	49*	67%[activator]	87*	3%	-7%	59	-21%
O=c1cc(N2CCCCC2)c(-c2ccccc2)nn1Cc1ccc(Cl)cc1Cl	6	-1%	8	-20%	?	-24	-2%
O=C1CCCc2nc(N3CCN(C(c4ccccc4)c4ccccc4)CC3)ncc21	-3	-19%	-8	-19%	-15%	11	-3%
CN(CC(=O)Nc1ccc(S(=O)(=O)N2CCCC2)cc1)CC(=O)Nc1ccc(F)c(F)c1F	9	48%	-3	42%[activator]	-6%	34	-3%
O=C(Nc1sc2c(c1C(=O)c1ccccc1)CCCC2)c1cccnc1	-4	-9%	-8	-3%	-11%	64	5%
COc1ccc(C2=Nn3c(nnc3-c3cccc(OC)c3OC)SC2)cc1	-3	nt	-8	nt	nt	nt	5%
CC(CCc1ccccc1)NC(C)C(O)c1ccc(O)cc1 (stereo unspecified)	-3	-45%	-9	15%	?	-36	-7%&-4%&-7%
COc1ccc(Cc2nc3ccc(C(=O)N4CCC[C@H]4CO)cc3o2)cc1	-3	62%[activator]	25	-3%	-1%	37	4%
O=C(Nc1ccccc1F)Nc1cc(Cl)ccc1-n1cncn1	-6	-8%	-11	-9%	-10%	?	8%
COc1ccc(N2CCN(C(=O)c3ccc(COc4ccc5c(C)cc(=O)oc5c4)cc3)CC2)cc1	-4	-29%	-17	?	-12%	-30	2%
COC(=O)Nc1cccn(Cc2c(Cl)cccc2Cl)c1=O	20	-8%	52	-13%	-3%	-31	-15%
COc1ccc(Cl)cc1NC(=O)CN(C)C(=O)c1cc2c(s1)CCC(C)C2 (stereo unspecified)	nt	14%	nt	9%	?	?	nt
Cc1nc(NC(=O)CCN2C(=O)C3CC=CCC3C2=O)sc1C (stereo unspecified)	12	2%	28	0%	3%	8	nt
CC1CCC(NC(=O)C2CCN(c3c4c(nc5ncnn35)CCC4)CC2)CC1 (stereo unspecified)	20*	-3%	49*	14%	1%	nt	nt
CC1CCC2(CC1)NC(=O)N(CC(=O)NCCc1c[nH]c3ccccc13)C2=O (stereo unspecified)	nt	-21%	nt	3%	-2%	-12	nt
CCSc1nc2cc(S(=O)(=O)N3CCOCC3)ccc2o1	nt	-11%	nt	-1%	nt	18	nt
Cc1ccc(OCC(=O)Nc2ccc3c(c2)OC(F)(F)O3)c([N+](=O)[O-])n1	-1	-18%	-7	-5%[11.6 µM]	-11%	-25	0%
COc1ccc(-c2c(C#N)c(N)nc3sc(C(=O)c4ccc(C)cc4)c(N)c23)cc1	-3	-13%	-8	-3%	-8%	-29	-4%

Structural class: the compounds so far with an aryl thioether with sulfur outside any ring (2)
SMILES	Cycloheximide cs	AmpC inh no detg	Shiga inhibitor	AMA1-RON2 inh	AmpC inh detg	HCMV inh	Giardia FBPA inh
CCCn1c(SCC(=O)N2CCN(S(=O)(=O)c3ccc(Cl)cc3)CC2)n[nH]c1=O	2	5%	-8	4%	?	-14	5%
CCSc1nc2cc(S(=O)(=O)N3CCOCC3)ccc2o1	nt	-11%	nt	-1%	nt	18	nt

Other compounds follow:
SMILES	Cycloheximide cs	AmpC inh no detg	Shiga inhibitor	AMA1-RON2 inh	AmpC inh detg	HCMV inh	Giardia FBPA inh
O=C(c1cc2ccccc2o1)c1nc2c(n1O)CCCCC2	47*	-18%	83*	1%	-9%	32	-7%
O=C(N/N=C/c1cccnc1)c1[nH]ncc1Br	37*	-7%	50*	30%	4%	52	-4%
CCOC(=O)C1=CN(Cc2ccco2)S(=O)(=O)N(C)C1CC (stereo unspecified)	nt	-12%	nt	0%	nt	-19	nt
CCSc1nnc(NC(=O)c2cccnc2Cl)s1	28*	-6%	54*	-13%	?	139	-9%
COc1ccc(OC)c(CC(=O)Nc2cc(S(=O)(=O)N3CCCCC3)ccc2C)c1	nt	-2%	nt	-7%	5%	-29	nt
CC(C)NC(=O)CSc1ncccc1-c1nc2ccccc2[nH]1	13*	-12%	24	0%	-22%	25	-8%
CCCc1c(C)[nH]c2ccc(C(=O)O)cc2c1=S	-2	-33%	14	-17%	40µM*	29	?
Cc1nnc(SCCCN2C(=O)c3ccccc3C2=O)o1	1	-19%	-4	6%	-1%	27	8%
Cc1cc(C)c(NC(=O)CN2CCN(c3ccccn3)CC2)c(C)c1	1	11%	-8	2%	1%	34	-7%
Cc1ccc(C(=O)N/C(=C\c2cn(C)c3ccccc23)C(=O)NCCN2CCOCC2)cc1	1	83%[activator]	19	-1%	5%	-15	nt
CC1CCC2(CC1)C(Nc1cccc(Cl)c1)=NC(=S)N2CC#N (stereo unspecified)	-2	-10%	20	1%	?	48	-11%
CSC1=NCCN1C(=O)Cc1cccs1	6	-25%	15	11%	0%	34	-6%
COc1ccc(/C=N/N(Cc2ccccc2)c2ccccc2)cc1O	11	-19%	69	-24%	-21%	?	-16%
CCOc1ccc(/C=N/NC(=O)C2CCCC2)c(OCC)c1	10	-10%	-6	-1%	3%	?	nt
CCCN(CC(=O)Nc1ccccc1C)C(=O)c1ccc(-c2ccc(C(C)=O)cc2)o1	nt	6%	nt	-20%	?	nt	nt
Cc1ccc(C(=O)NNC(=S)NC(=O)COc2ccccc2)cc1	11	-17%	16	36%[activator]	-9%	?	?
O=C(O)CC(C(=O)N(c1ccccc1)c1ccccc1)N1CCOCC1 (stereo unspecified)	-2	-13%	-13	5%	-2%	-31	-15%
COc1ccccc1CNC(=O)c1cnccn1	1	-6%	1	11%	0%	30	-8%
CC(=O)c1cccc(OCc2cc(C(=O)N(C)CCc3cnn(C)c3)no2)c1	13	5%	-8	0%	-1%	?	nt
Clc1ss/c(=N\c2ccccn2)c1Cl	10	-18%	4	-6%	2%	46	?
FC(F)(F)c1cc(N2CCOCC2)nc(-c2ccccc2)n1	-3	-19%	-9	1%	-6%	21	2%
CC(C)(O)C#Cc1ccc(CN2CCCC(CNC(=O)c3ccco3)C2)cc1 (stereo unspecified)	9	27%	12	0%	?	29	nt
Cc1ccc2oc(-c3cccc(NC(=O)c4ccc(Br)o4)c3)nc2c1	26*	-29%	38	-15%	-4%	36	0%
Nc1ccc(O)c2c(=O)cc(-c3ccccc3Cl)oc12	45*!	-16%	61*	-2%	?	40	0%[89.2 µM]
NC(=S)N/N=C/c1coc2ccc(O)cc2c1=O	-1	1%	-11	67%[activator]	6%	?	?
SMILES	Cycloheximide cs	AmpC inh no detg	Shiga inhibitor	AMA1-RON2 inh	AmpC inh detg	HCMV inh	Giardia FBPA inh
Cc1ccc(NC(=O)NCc2nc3ccccc3n2C)cc1	6	50%	2	31%[activator]	-3%	-16	-19%
CC1=CC(=O)[C@H]2C(C)(C)CCC[C@]2(C)[C@@]1(O)CO	-3	-3%	-10	0%	6%	-17	5%
Cc1cc(C)c2nc(-c3cccc(Cl)c3)c(C)c(C(=O)N3CCOCC3)c2c1	11	230%[activator]	-29	9%	0%	15	nt
N/C(Cc1ccc([N+](=O)[O-])cc1)=N\OC(=O)Cc1ccccc1	11	-16%	-8	1%	-13%	15	0%
COc1ccc(N2CC(C(=O)NCCc3ccc(Cl)cc3)CC2=O)cc1 (stereo unspecified)	-10	28%	-14	-1%	?	?	1%
COC(=O)C1=NN[C@H](C(=O)OC(C)(C)C)[C@H]1c1ccccc1	-4	-3%	-10	-1%[2.32 µM]	-14%	-12	1%
O=C(Nc1ccc2oc(-c3ccccc3)nc2c1)c1cc(-n2cnnc2)ccc1Cl	28*	107%[activator]	84*	-5%	-4%	-3	-17%
S=c1[nH]nc(-c2ccco2)n1/N=C/c1ccc(Cl)cc1	-4	-27%	-3	56%[activator][11.6 µM]	-4%	2	13%
CCN(C(=O)CSc1nnc(Nc2ccccc2)s1)C1CCS(=O)(=O)C1 (stereo unspecified)	4	-4%	46	-5%	8%	12	-2%
O=C(Nc1ccccc1)N(C1=NCCC1)c1ccc(OC(F)F)cc1	3	-5%	17	1%	-8%	-21	-4%
CC(OC(=O)c1ccc2c(c1)NC(=O)CS2)C(=O)c1ccc(F)cc1 (stereo unspecified)	nt	-45%	nt	-16%	nt	61	nt
COc1cccc(/C=N/NC(=O)CN(C2=NS(=O)(=O)c3ccccc32)c2ccccc2)c1	-5	-2%	-10	18%[2.32 µM]	-15%	-37	-1%
Cc1ccc(Nc2nc3ccccc3n3cnnc23)cc1C	37*	-2%	31*	-12%	-13%	21	-6%
O=C(c1c(F)cccc1F)N1CCCC1	0	-3%	-3	-1%	-6%	-16	-3%
CCC(c1nnnn1CCOC)N(Cc1cc2c(C)cc(C)cc2[nH]c1=O)CC1CCCO1 (stereo unspecified)	-4	0%	-13	19%	-2%	52	0%
O=S(=O)(Nc1nc2ccccc2nc1NCc1ccco1)c1cccs1	1	-33%	11	-2%	-1%	-2	1%
Cc1c(-c2ccccc2)sc(Br)c1C(=O)N1CCOCC1	-3	31%	-13	-18%	-10%	-12	0%
O=C(Oc1ccc(C(=S)N2CCOCC2)cc1)c1cccc([N+](=O)[O-])c1	-1	0%	13	0%	4%	68	2%
COc1ccc(C(CC(=O)O)NC(=O)COc2cc(C)ccc2C)cc1OC (stereo unspecified)	-8	-11%	-7	-1%	2%	11	0%
C[n+]1cn(Cc2cc(Cl)ccc2OC(F)F)c2ccccc21	-1	-3%	-4	-7%	-3%	-27	-2%
CC(=O)Nc1cccc(NC(=O)CSc2nc(=O)n3cccc(C)c3n2)c1	nt	-20%	nt	13%	?	-21	nt
N#Cc1ccccc1/C=N/Nc1nc(-c2ccccc2)c2cc(Br)ccc2n1	-3	-19%	-23	49%[activator]	8%	-29	7%
O=C(COc1cc(F)ccc1[N+](=O)[O-])Nc1cccc(Br)c1	14	-19%	25	-25%	-2%	-2	-2%
Cc1ccc(S(=O)(=O)N2CCC(NC(=O)c3ccccc3)CC2)cc1	6	13%	7	-6%	2%	38	3%
Clc1ccc(OCc2cc(-c3ccccc3)no2)c(Cl)c1	40*	-27%	69*	7%	-7%	4	15%
COc1ccnc(CSC(N)=Nc2ccc(F)cc2)c1	31*	-19%	66*	-69%	-2%	14	?
